PhoP inhibition – inhibitors of PhoP regulon expression, primary screen, Salmonella Typhimurium, GFP reporter (AID 1863); S. Typhimurium PhoP-regulated promoter GFP reporter, 4 h; higher % means a stronger effect; inhibition, % at 50 µM; hits with a dose series show IC50 in µM; 300,000 tested, 0.16% active;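 active means inhibition over 29.93%, a cutoff 3 SD above the screen mean, later confirmed by dose response; inconclusive means inhibition over 29.93% but no dose response follow-up; inactive means inhibition at most 29.93% or unconfirmed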;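 further: 0% = low Mg2+ inducing control and 100% = high Mg2+ repressing control; strong numbers were not always called active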
RSV antiviral HEp-2 – RSV antiviral activity via CPE protection, HEp-2 cells, primary 10 µM value included (AID 2391) | 310,000 tested, 0.13% active | CPE inhibition, % at 10 µM, or IC50 in µM where a hit was titrated | HEp-2 cells, RSV-induced CPE inhibition; higher % means a stronger effect; in the data active means a potency from the dose series; inconclusive means CPE inhibition mostly from about 23% at the one dose, without a potency; inactive means the rest, 99 in 100 with CPE inhibition below about 21%; further: strong numbers were not always called active
NTR1 agonist – agonists of NTR1, primary screen, imaging, U2OS cells, beta-arrestin-GFP, high content (AID 493036) | activation, % at 20 µM | NTR1-U2OS beta-arrestin-GFP spot imaging, agonist mode | 330,000 tested, 0.17% active | Neurotensin receptor type 1 (Homo sapiens), P30989;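 active means activation at or above 40% of the spot to cytoplasm intensity ratio, with at least 20 cells analyzed; inconclusive means wells under 20 cells, flagged as cytotoxic or low count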;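 further: 0% = DMSO without peptide and 100% = 100 nM NTR1 peptide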
Target sequence (P30989 whole entry, looked up): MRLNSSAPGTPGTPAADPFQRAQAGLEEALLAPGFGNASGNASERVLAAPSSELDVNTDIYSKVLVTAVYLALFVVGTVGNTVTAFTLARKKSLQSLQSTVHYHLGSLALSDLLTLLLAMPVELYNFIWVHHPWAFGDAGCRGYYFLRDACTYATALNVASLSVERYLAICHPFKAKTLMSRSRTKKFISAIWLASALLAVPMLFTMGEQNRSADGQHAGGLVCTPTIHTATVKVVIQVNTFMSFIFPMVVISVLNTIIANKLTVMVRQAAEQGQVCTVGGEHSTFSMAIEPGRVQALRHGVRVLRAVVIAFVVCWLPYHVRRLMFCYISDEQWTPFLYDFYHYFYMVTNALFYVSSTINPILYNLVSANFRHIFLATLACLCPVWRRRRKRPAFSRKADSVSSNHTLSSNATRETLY
T cell modulator – modulators of CD8 T cell-vesicle binding, primary screen, mouse 2C CD8+ T cells, flow cytometry. AID 2052, 2009. 2C CD8+ T cell-vesicle binding; hits give low values. calls only at 7 µM. 330,000 tested, 0.068% active;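 active means response, share of CD8 T cells binding vesicles, and their 90th percentile fluorescence all below set limits, cut at about 80% in these data, passing the limit was not always enough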
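Incubation: binding step 1.5 h, 37 °C, antibody labelling 20 min, ice; system: murine 2C transgenic CD8+ T lymphocytes; technique: cytometric PE anti-B7-1 and Alexa647 anti-CD8 signals after 1% paraformaldehyde fixation; also added: QL9-charged Drosophila Ld/ICAM-1/B7-1 vesicles; control set: naked versus QL9-loaded vesicles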
SV40 large T antigen – SV40 large T antigen inhibitors, biochemical (AID 1903); inhibition, % at 20 µM; hits with a dose series show IC50 in µM; 310,000 tested, 0.39% active; SV40 large T antigen ATPase/helicase inhibition assay; higher % means a stronger effect; in the data active means a potency from the dose series; inconclusive means inhibition mostly from about 32% at the one dose, without a potency; inactive means the rest, 99 in 100 with inhibition below about 32%; further: strong numbers were not always called active
West Nile antiviral – West Nile virus antiviral activity, cell-based, CPE readout (AID 1621). 290,000 tested, 0.02% active. CPE inhibition, % at 10 µM; hits with a dose series show IC50 in µM. West Nile virus-infected cells, CPE inhibition; higher % means a stronger effect; in the data active means a potency from the dose series; inconclusive means CPE inhibition mostly from about 3.7% at the one dose, without a potency; inactive means the rest, 99 in 100 with CPE inhibition below about 2.2%; further: strong numbers were not always called active
Rac1 GTP hydrolysis – MgcRacGAP GTPase-activating activity inhibitors, confirmation, biochemical, ADP Hunter fluorescence; Rac GTPase-activating protein 1 (Homo sapiens); MgcRacGAP-stimulated Rac1 GTP hydrolysis, ADP Hunter fluorescence; higher % means a stronger effect; GST-tagged Rac1 F28L mutant substrate; one-dose inhibition, % at 30 µM; IC50 in µM for titrated hits; 340,000 tested, 0.6% active;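 active means first-screen hits whose inhibition reached a set limit at any dose in the follow-up dose series; inconclusive means inhibition above the set first-screen limit but never retested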;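 further: fluorescence reports GDP produced by GAP-driven GTP hydrolysis; strong numbers were not always called active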
Dengue-2 NS5 capping – Dengue-2 NS5 methyltransferase inhibitors, primary screen, biochemical, confirmation dose response (AID 588689). Dengue-2 NS5 methyltransferase capping enzyme assay, biochemical; higher % means a stronger effect. 340,000 tested, 0.3% active. inhibition, % at 25 µM, or IC50 in µM where a hit was titrated; in the data active means a potency from the dose series; inconclusive means inhibition above about 29% without an active follow-up result
K1F lysis inhibition – inhibition of K1F phage lysis, E. coli UTI89, bacterial capsule biogenesis inhibitors, alamar blue (AID 488966). E. coli UTI89 K1F phage lysis, alamar blue, 2 h; higher % means a stronger effect. one-dose inhibition, % at 100 µM; IC50 in µM for titrated hits. 340,000 tested, 0.02% active;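 active means phage lysis inhibition, versus mean bacterial control, above a set limit; inconclusive means no clear call, values can overlap the other calls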;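 further: capsule biogenesis inhibitors block K1F phage lysis so surviving cells raise fluorescence; higher fluorescence means more inhibition of phage lysis; actives were called in the ten point dose series up to 300 µM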
T cell modulator vesicle-bound % – second read-out of T cell modulator, no call of its own (marks repeat the call); double positive events, %; measured here: CD8+ vesicle-bound cell fraction;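 binding gate set so that unloaded-vesicle control wells show 10% double positive cells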
NTR1 agonist cell count 20 µM – further read-out of NTR1 agonist, marked with its call; cell count; measured here: cell count, cytotoxicity flag
Dengue-2 NS5 capping pilot replicate – further read-out of Dengue-2 NS5 capping, marked with its call; inhibition, %; measured here: pilot screen replicate inhibition
* hit, by the source's call; i = inactive; ? = inconclusive; . = no result given; + = active, no number; [ ] = another dose, or the depositor's remark. Compounds were not picked by outcome. Share with any hit: about 1.5%.

SMILES | PhoP inhibition | RSV antiviral HEp-2 | NTR1 agonist | NTR1 agonist cell count 20 µM | T cell modulator | T cell modulator vesicle-bound % | SV40 large T antigen | West Nile antiviral | Rac1 GTP hydrolysis | Dengue-2 NS5 capping | K1F lysis inhibition | others
O=C(NCC1(N2CCOCC2)CCCCC1)c1ccc(S(=O)(=O)Nc2ccccc2F)cc1 | 5% | 1.9% | -1.3 | 68 | i | 14 | 5% | -0.6% | 6% | -4% | -0.1%
CCN(CC)CCN(Cc1cc2ccc(C)cc2[nH]c1=O)C(=O)Nc1ccc(Cl)cc1 | -9% | -2.5% | 5.6 | 50 | i | 44 | 19% | 0.3% | 6% | -14% | 4.1%
CC(=O)Nc1sc(N/N=C\c2ccccc2)nc1-c1cccs1 | -11% | 0.9% | -0.8 | 104 | i | 37 | 21% | -0.2% | -8% | -7% | -0.3%
CCCn1c(O)c(/C=C2\C=NN=C2c2ccccc2)sc1=S | 4% | 59% | 26 | 90 | i | 39 | -1% | -0.2% | 8% | -3% | 0.1% | Dengue-2 NS5 capping pilot replicate=2.4
COc1cc2c(cc1OC)CN(C(=O)CN1C(=O)c3ccc([N+](=O)[O-])cc3C1=O)CC2 | 1% | -1.7% | 0.5 | 67 | i | 47 | 12% | . | -6% | 1% | 0.1%[50 µM]
CN(CC(=O)Nc1c(Cl)cccc1Cl)C(=O)Cc1ccsc1 | . | . | -0.7 | 58 | i | 48 | . | . | 3% | -3% | 0.6%
NC(=O)c1ccc2c(=O)n3c(-c4cc(Cl)c(N)c(Cl)c4)csc3nc2c1 | -11% | 0.8% | -4.2 | 82 | i | 27 | 12% | 0.6% | 7% | 3% | 0.8%
CC(C)(C)NCC(O)Cn1cc(C=O)c2ccccc21 (centres undefined) | 0% | 0.4% | 1.8 | 65 | i | 46 | 11% | 0.0% | 0% | 5% | -0.1%
COc1ccc(C(O)c2coc3ccc(O)c(CN(C)C)c23)cc1 (centres undefined) | 19% | -0.4% | -2.6 | 64 | + | 5.8* | 17% | 0.2% | 10% | -11% | 3.3%
Cc1ccc(OCCNC(=O)c2cc(-n3cnnc3)ccc2Cl)cc1C | 6% | 0.6% | -0.4 | 43 | i | 38 | 1% | -0.4% | 1% | -4% | 0.2%[50 µM]
CCc1nc2ccccc2n(CC)c1=O | 0% | 0.3% | -0.1 | 52 | i | 59 | 10% | 0.8% | 7% | -5% | -0.1%
CCC(=O)Nc1ccc(C(=O)OCc2ccc(Cl)c(Cl)c2)cc1 | 5% | 4.7% | 1.4 | 39 | i | 34 | -1% | -0.7% | 9% | 0% | 1.2%
N#CC1=C(N)c2ccccc2CC12CCCCC2 | 3% | 5.9% | 7.8 | 46 | i | 61 | 12% | -0.1% | 6% | -2% | -2.4%
Cc1cc(Cl)ccc1OCCCC(=O)NN | -8% | -1.6% | 0.0 | 46 | i | 44 | 14% | -0.8% | 7% | 1% | -0.4%
CCOc1cc(NC(=S)Nc2ccccc2)c(OCC)cc1NC(=O)c1ccc(OC)cc1 | 11% | 1.8% | 5.9 | 82 | i | 45 | 16% | 2.2% | 12% | 0% | 0.7%
CC(=O)c1cccc(Nc2c([N+](=O)[O-])c(=O)oc3ccccc23)c1 | -11% | 1.2% | 0.8 | 36 | i | 51 | 17% | -0.1% | 4% | 5% | -0.1%
O=C(CCc1ccccc1)N=C1SC2CS(=O)(=O)CC2N1Cc1ccc(F)cc1 (centres undefined) | 14% | ? | 3.8 | 58 | i | 37 | 8% | ? | -10% | -9% | -0.2%
CCN(CC)S(=O)(=O)c1ccc(C(=O)NN(C)C2=NS(=O)(=O)c3ccccc32)cc1 | -8% | -0.4% | 0.3 | 58 | i | 64 | 1% | 0.7% | -7% | 1% | -0.2% | Dengue-2 NS5 capping pilot replicate=-3.0
CCOC(=O)N1CCN(C(=O)c2ccccc2SCC(=O)NCC2CCCCC2)CC1 | -3% | -1.0% | 0.5 | 63 | i | 17 | 5% | . | 6% | 3% | 1.2%[50 µM]
CCOC(=O)C(C)Oc1ccsc1C(=O)OC (centres undefined) | -8% | 0.7% | -1.6 | 85 | i | 42 | 5% | -0.6% | . | . | .
O=C(CNS(=O)(=O)c1ccc(C(=O)N2CCCCC2)cc1)N1CCCCC1 | -17% | 15% | 2.1 | 73 | i | 51 | 5% | -0.7% | 8% | -1% | 0.7%
Cc1cccn2c(=O)c3cc(C#N)c(=NC(=O)c4cccs4)n(CCCOC(C)C)c3nc12 | -22% | . | 14 | 38 | i | 42 | 12% | 0.6% | 16% | ? | -0.6%
Cn1nc(C(F)(F)F)c2cc(NC(=O)OCc3ccc(C(C)(C)C)cc3)sc21 | -14% | . | 9.0 | 44 | . | . | 0% | . | 3% | 4% | 0.8%
CCN(CC)S(=O)(=O)c1ccc2nnn(OCC(=O)Nc3cccc(C#N)c3)c2c1 | -6% | 2.6% | 1.0 | 78 | i | 28 | 3% | 0.5% | 4% | -1% | -0.4%
CCCCCN1C2=NCCN2c2ccccc21 | 6% | 0.6% | -1.4 | 40 | . | . | 27% | 0.2% | 2% | 6% | -0.5%

The list goes on, starting with the last 5 of the part before.
SMILES | PhoP inhibition | RSV antiviral HEp-2 | NTR1 agonist | NTR1 agonist cell count 20 µM | T cell modulator | T cell modulator vesicle-bound % | SV40 large T antigen | West Nile antiviral | Rac1 GTP hydrolysis | Dengue-2 NS5 capping | K1F lysis inhibition | others
O=C(CNS(=O)(=O)c1ccc(C(=O)N2CCCCC2)cc1)N1CCCCC1 | -17% | 15% | 2.1 | 73 | i | 51 | 5% | -0.7% | 8% | -1% | 0.7%
Cc1cccn2c(=O)c3cc(C#N)c(=NC(=O)c4cccs4)n(CCCOC(C)C)c3nc12 | -22% | . | 14 | 38 | i | 42 | 12% | 0.6% | 16% | ? | -0.6%
Cn1nc(C(F)(F)F)c2cc(NC(=O)OCc3ccc(C(C)(C)C)cc3)sc21 | -14% | . | 9.0 | 44 | . | . | 0% | . | 3% | 4% | 0.8%
CCN(CC)S(=O)(=O)c1ccc2nnn(OCC(=O)Nc3cccc(C#N)c3)c2c1 | -6% | 2.6% | 1.0 | 78 | i | 28 | 3% | 0.5% | 4% | -1% | -0.4%
CCCCCN1C2=NCCN2c2ccccc21 | 6% | 0.6% | -1.4 | 40 | . | . | 27% | 0.2% | 2% | 6% | -0.5%
O=C(NCC(c1ccco1)N1CCCCC1)c1ccc(COc2ccccc2)cc1 (centres undefined) | 2% | 5.3% | -0.4 | 36 | i | 46 | 9% | . | 15% | 4% | 1.1%[50 µM]
CCOCCCn1c(=S)[nH]c2cc(C(=O)NCCc3ccccc3)ccc2c1=O | 3% | 1.3% | -0.3 | 57 | i | 26 | 9% | 0.6% | 12% | -2% | 0.4%
CCNC(=S)N1CCN(c2nc(CC)nc3sc4c(c23)CCCC4)CC1 | 3% | ? | 5.3 | 67 | i | 55 | 5% | -1.3% | 8% | 4% | 0.2%
CCOC(=O)CN(C(=O)CSc1nnc(COc2ccc(OC)cc2)n1C)c1ccccc1 | -8% | 2.6% | -0.2 | 70 | i | 13 | 14% | -0.8% | -7% | -8% | -0.1%
CN(CC(=O)Nc1ccccc1Cl)C(=O)CCNC(=O)Nc1ccccc1 | . | . | -1.7 | 59 | i | 18 | . | . | 2% | -5% | 1.0%[50 µM]
COc1ccc(Cc2nc3ccc(C(=O)N(C)CCO)cc3o2)cc1 | 5% | 0.7% | 0.8 | 63 | i | 52 | 5% | 0.0% | 11% | -10% | 0.1%
CCN1CCCC1Cn1cnc2c([nH]c3cc(OC)ccc32)c1=O (centres undefined) | 11% | -0.6% | -0.9 | 54 | i | 12 | 11% | 0.0% | 21% | 2% | 0.5%
CC1CN=C(c2cccn2Cc2ccc(F)cc2Cl)O1 (centres undefined) | 9% | 2.3% | -0.5 | 39 | i | 42 | 15% | . | -3% | -12% | 3.9%
Cc1cccnc1NC(=O)c1ccc2nc(N)sc2c1 | 0% | 4.9% | -0.8 | 36 | i | 32 | 4% | -0.1% | 2% | -4% | 5.8%
COc1ccc(Cl)cc1S(=O)(=O)N1CCCc2ccccc21 | -2% | 4.0% | 3.1 | 74 | i | 26 | -4% | 0.7% | 1% | -5% | -0.1%
CCC1CCCCN1C(=S)NC(=O)c1cc(Br)ccc1Cl (centres undefined) | . | -0.2% | 0.0 | 70 | i | 33 | . | . | 5% | 5% | 1.0%[50 µM]
Cc1csc2nc(=O)c3ccccc3n12 | 2% | . | . | . | . | . | 10% | -0.6% | 8% | -1% | 0.0%
O=C(C1CCN(S(=O)(=O)c2ccc(-n3cnnn3)cc2)CC1)N1CCN(c2ccccc2)CC1 | -2% | 1.4% | -0.3 | 95 | i | 47 | 1% | -0.7% | 1% | -10% | -0.1%
O=C(c1cc(-c2ccccc2)nc2ccccc12)N1CCCC1 | 1% | 0.8% | -0.7 | 64 | i | 33 | 10% | -0.2% | 5% | -7% | 0.3%
COc1ccc(C(CC(=O)Nc2cc(OC)cc(OC)c2)n2cccc2)cc1 (centres undefined) | 5% | 14% | 5.6 | 70 | i | 24 | 11% | -1.6% | 7% | -5% | 0.0%[50 µM]
Cc1cc(C)n(-c2cccc(CN(C)Cc3nc(-c4cnccn4)no3)c2)n1 | . | 2.1% | -0.7 | 52 | i | 46 | . | -1.1% | 6% | -3% | -0.1%
CCC(=O)N(CCc1ccccc1)Cc1cc2ccc(OC)cc2[nH]c1=O | -5% | 4.7% | -0.8 | 89 | i | 24 | 0% | -0.6% | 1% | 0% | -0.2%
Cc1cccc(N/C(N)=N/c2nc(C(F)(F)F)cc(=O)[nH]2)c1C | -9% | 1.9% | 1.2 | 70 | i | 25 | 6% | -1.0% | 7% | -3% | 1.7%[50 µM]
